# High-throughput results (PubChem)
# COUP-TFII inh: NR2F2 (human) inhibition, primary screen; P24468; HEK293T NGFI-A luciferase reporter, luminescence; inhibition, % at 8.6 µM; actives 0.7% (n = 370,000);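 active = inhibition above a per-plate cutoff, mean inhibition of test wells between control levels plus 3 SD, cut at about 38% in these data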;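 note: cells cotransfected with COUP-TFII expression vector driving the NGFI-A reporter; 0% = median of COUP-TF2 test wells and 100% = reporter-only cells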
# Target sequence (P24468 whole entry, looked up): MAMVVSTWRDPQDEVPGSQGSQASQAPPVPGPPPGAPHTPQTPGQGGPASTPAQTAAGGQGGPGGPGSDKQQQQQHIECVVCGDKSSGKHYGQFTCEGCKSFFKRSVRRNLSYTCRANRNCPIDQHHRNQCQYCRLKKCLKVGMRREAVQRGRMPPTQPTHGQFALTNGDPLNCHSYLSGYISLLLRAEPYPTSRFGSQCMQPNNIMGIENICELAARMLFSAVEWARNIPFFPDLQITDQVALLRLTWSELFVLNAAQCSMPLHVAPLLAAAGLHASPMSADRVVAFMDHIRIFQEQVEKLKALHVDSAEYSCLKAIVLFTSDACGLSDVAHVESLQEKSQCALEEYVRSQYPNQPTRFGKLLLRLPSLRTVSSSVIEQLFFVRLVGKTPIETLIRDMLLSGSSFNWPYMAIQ
# NCOA2 inhibitor: inhibits human steroid receptor coactivator 2. Q15596. HEK293 GAL4-SRC2 luciferase reporter, luminescence. inhibition, % at 9 µM. actives 0.17% (n = 370,000);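 active = inhibition above the mean inhibition of all tested compounds plus 3 SD, set per campaign, cut at about 52% in these data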;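 note: 0% = DMSO treated cells and 100% = cells given Gossypol at 36 µM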
# Active calls of the source: *. A portion of the library; the hit share may differ from the screen's.
COUP-TFII inh	NCOA2 inhibitor	Compound
7.0	17.1	COC(=O)C1CN(Cc2cn(Cc3ccc(F)cc3)nn2)CCS(=O)(=O)N1Cc1ccc(Cl)cc1 (stereo not given)
-47.7	-33.3	Cc1ccc(-c2cc(C(=O)NN=Cc3cccc(OCc4ccccc4)c3)[nH]n2)cc1C
-4.5	-10.4	CN(C)Cc1ccccc1
19.2	24.7	O=C1C(NC(=O)C(F)(F)Br)CCCCN1Cc1cccc(C(F)(F)F)c1 (stereo not given)
-8.5	14.5	O=C(CSc1nnc(-c2ccc(Cl)cc2)n1Cc1ccco1)Nc1ccc(S(=O)(=O)Nc2nccs2)cc1
-4.9	-4.6	Cc1ccccc1CN1CCCCC(NC(=O)C2CCCCC2)C1=O (stereo not given)
13.9	1.6	C[C@@H]1C=CCCO[C@]12C(=O)N(Cc1ccc(Br)cc1)c1cccc(Br)c12
-17.1	-18.8	Cc1c(C(=O)NCCCN2CCOCC2)sc2nc(-c3ccccc3)cn12
0.8	-23.5	CCn1c(SCC(=O)Nc2cc(C)on2)nc2sc(C)c(C)c2c1=O
-2.2	-18.3	COC(=O)C1=C(C)N(C)C(=NCc2cccc(C(F)(F)F)c2)NC1c1ccc(F)cc1 (stereo not given)
-9.9	5.7	CCc1c(-c2cccc(OC)c2)ncn1CCc1ccccc1OC
14.1	-22.4	Cc1cc(=S)c2cccc(C)c2[nH]1
2.1	8.6	CCOC(=O)C1=C(C(=O)OCC)C2N(Cc3ccc(C#N)cc3)c3ccccc3[C@@]23C[C@@H](C(=O)OC)N(S(=O)(=O)c2cccs2)C3=N1 (stereo not given in full)
2.3	-11.6	Cc1ccc(C2c3c(-c4ccccc4)n[nH]c3C(=O)N2c2ccccc2)cc1 (stereo not given)
-46.1	-46.4	C/C(=N/NC(=O)c1ccoc1C)c1cccs1
10.6	-11.3	CCOc1cc2nc(-c3ccc(OC)c(OC)c3)nc(N3CCOCC3)c2cc1OC
-1.1	-32.5	COc1ccc(C(=O)N2CCC(Oc3cccnc3)CC2)c(OC)c1
-14.3	-40.4	CCCCN1CCN(C(=O)C2CCN(S(=O)(=O)c3ccc4[nH]c(=O)oc4c3)CC2)CC1
-15.3	8.3	Cc1ccc(S(=O)(=O)N2CCN(CC(=O)N/N=C/c3ccccc3OCC(=O)O)CC2)cc1
-12.8	9.5	C=CCN(CC#Cc1ccccc1)Cc1ccc(OC)cc1

# Going on with the list:
COUP-TFII inh	NCOA2 inhibitor	Compound
-1.6	30.5	Cc1ccc(C2=CCN(C)C(=O)N2c2ccc(Cl)cc2)cc1
31.4	-31.1	Cc1cc(C)cc(C(=O)OCCCN(C)C2CN(Cc3cn(Cc4ccc([N+](=O)[O-])cc4)nn3)S(=O)(=O)C2)c1 (stereo not given)
-9.3	-19.1	Nc1[nH]c(C(=O)c2ccc(Br)cc2)c(-c2ccc(Cl)c(Cl)c2)c1C(=O)NCCc1c[nH]c2ccccc12
1.8	-2.5	COC(=O)C1=C(C)N(C)C(=NCc2ccc(OC)cc2)NC1c1cccc(F)c1 (stereo not given)
0.9	-34.6	COc1ccc([C@H](C#Cc2ccccc2)CC(=O)O)cc1OC1CCCC1
-13.2	-16.5	CC(NC(=O)c1c(N)[nH]c(C(=O)c2ccc(Cl)cc2)c1-c1ccc(Br)cc1)c1cccc2ccccc12 (stereo not given)
-8.1	13.4	Cc1ccccc1CN1CCCCC(NC(=O)c2c(F)cccc2F)C1=O (stereo not given)
-6.7	-13.0	CC(C)[C@H](NC(=O)CC1CCCC1)C(=O)N1CCC[C@H]1C(=O)NCc1ccccc1
-0.2	10.1	CCOC(=O)CN(C(=O)CSc1nnc2c(n1)[nH]c1c(C)cc(C)cc12)c1ccccc1
-13.5	-8.5	CSCCCNC(=O)CN1C(=O)C2CCCCN2C(=O)c2ccccc21 (stereo not given)
9.1	9.0	COc1ccc(N(C)S(=O)(=O)c2cccc(C(=O)Nc3ccc(OC)nc3)c2)cc1
5.7	-16.2	N#CC(C(=O)OC1CCCCC1)c1nc2ccccc2nc1N1CCCCC1 (stereo not given)
-5.6	-8.5	CC(C)Cn1c(N)c(C(=O)COC(=O)c2cc(C(F)(F)F)nc3c(C(F)(F)F)cccc23)c(=O)n(C)c1=O
-10.0	0.0	O=C(C1CCCN(S(=O)(=O)c2cccs2)C1)N1CCN(Cc2ccccc2)CC1 (stereo not given)
-26.5	-21.4	CCOC(=O)C1CCN(S(=O)(=O)c2ccc(-c3nc4ccccc4s3)s2)CC1
-22.0	-25.2	NNC(=O)CCc1nc2ccccc2[nH]1
-3.6	-5.0	O=C(N=C1c2ccccc2CN1c1ccc(F)c(Cl)c1)c1cccnc1Cl
-5.1	13.6	C[C@H](c1ccccc1)N1C[C@@H](COCc2ccccc2)Oc2cccc(Oc3ccc(F)cc3)c2S1(=O)=O
5.2	-32.7	Nc1[nH]c(C(=O)c2ccccc2)c(-c2ccccn2)c1C(=O)c1c[nH]c2ccc(F)cc12
4.6	17.1	C[C@@H](CO)N(Cc1cn(Cc2ccccc2)nn1)S(=O)(=O)c1ccc(F)cc1Br

# The listing continues.
COUP-TFII inh	NCOA2 inhibitor	Compound
22.7	19.5	Cc1ccc(Cc2c(C)nc3nc(SCC(=O)NCCCN4CCCCCC4)nn3c2C)cc1
13.6	-10.6	O=C(Nc1ccccc1)N1CCN(Cc2nc3ccccc3c(=O)[nH]2)CC1
-0.6	-3.9	COC(=O)[C@]12C[C@H](CC(=O)N3CCC(c4ccccc4)CC3)C(=O)N(Cc3ccccc3)C1=C[C@H](C1CCCC1)O[C@@H]2C
18.1	-22.7	O=C(CN1C(=O)C2(OCCCO2)c2ccccc21)NCc1ccc(F)cc1
26.5	15.5	COC(=O)[C@]12C[C@H](CC(=O)NCC3CCCCC3)C(=O)N(Cc3ccc(Cl)cc3Cl)C1=C[C@H](COCc1ccccc1)O[C@@H]2C
-10.3	14.1	COc1ccc(/C=C/S(=O)(=O)NCCc2ccccc2)c(CNC(=O)OC(C)(C)C)c1
-5.3	20.5	COc1ccc(OCC2CN(Cc3ccccc3)S(=O)(=O)CCO2)cc1 (stereo not given)
12.4	-30.1	COc1ccc(-c2noc(C3CCCN(C(=O)Nc4ccc5c(c4)OCO5)C3)n2)cc1 (stereo not given)
5.8	-3.4	N#Cc1c(N)[nH]c(C(=O)c2ccccc2)c1-c1ccc(Br)cc1
-29.3	-63.3	CC(=O)Nc1cccc(-c2csc(Nc3ncccn3)n2)c1
2.6	11.4	O=C(CN1N=C(c2ccccc2)CCC1=O)NCc1ccco1
-6.5	1.3	CCCn1c(SCC(=O)N2CCCCC2)nnc1-c1ccccn1
9.0	14.1	COC(=O)C1CN(Cc2ccc(OC)cc2)CCS(=O)(=O)N1Cc1ccc(C)cc1 (stereo not given)
-2.3	0.3	CC(C)[C@H](NC(=O)N1CCOCC1)C(=O)N1CCC[C@H]1C(=O)NCc1ccccc1
19.2	2.7	COC(=O)[C@]12C[C@H](CC(=O)NCc3ccc(C)o3)C(=O)N(Cc3ccccc3)C1=C[C@H](C1CCCC1)O[C@@H]2C
12.0	-23.5	COC(=O)C1=C(C)N(Cc2ccccc2C(F)(F)F)C(=NCc2ccc(C(F)(F)F)cc2)NC1c1ccc(F)cc1 (stereo not given)
-7.4	12.4	C[C@@H]1C(=O)N2N=Cc3ccccc3[C@H]2N2N=Cc3ccccc3[C@@H]12
-6.3	0.1	Cc1cccc(NC(=O)CNC(=O)[C@@H](Cc2ccccc2)NC(=O)[C@H]2O[C@@H](n3ccc(=O)[nH]c3=O)[C@H](O)[C@@H]2O)c1C
-1.1	-9.5	CC1(C)N([O-])c2cc([N+](=O)[O-])ccc2[N+]1=O
-37.8	-61.4	CCCCN1C(=O)N2Cc3ccc(C)cc3C2CS1(=O)=O (stereo not given)

# The listing continues:
COUP-TFII inh	NCOA2 inhibitor	Compound
-17.4	15.3	COc1ccc(Cn2cc(COC(=O)Nc3ccc(F)cc3)nn2)cc1
-10.9	-14.5	COc1cccc(N2CCN(CC(=O)NCc3ccco3)CC2)c1
4.9	8.8	CCCC[C@H](C(=O)N(C)c1cccc(OC)c1)[C@@H](O)c1ccc(C(C)=O)cc1
-2.8	-39.8	COCCCNC(=O)C1CCN(S(=O)(=O)c2ccc3[nH]c(=O)oc3c2)CC1
-6.2	16.8	CN(C)c1cccc(/C=C2\CC3(OC(=O)c4ccccc4)CCCN2C3)c1 (stereo not given)
-20.9	3.4	Clc1ccc(C2[C@H]3CN(Cc4ccc(-c5ccccc5)cc4)[C@H](c4ccccc4)C34CC2(c2ccccc2)C4)cn1 (stereo not given in full)
2.6	8.9	COC(=O)[C@]12C[C@H](CC(=O)NCc3ccccc3)C(=O)N(CCC3=CCCCC3)C1=C[C@H](C(C)C)O[C@@H]2C1CC1
-8.7	18.1	O=C(OC12CCCN(C1)/C(=C/c1cccc(Cl)c1)C2)C1CCCCC1 (stereo not given)
-6.4	-14.5	COc1ccc(S[C@]2(C(=O)N(C)C)CC(=O)N(C(=O)C3CC3)[C@@H]2c2ccc(OC)cc2)cc1
-1.5	8.5	COC(=O)CCCCCN1C(=O)NC(c2ccc(-c3ccccc3)cc2)C(C(=O)OCc2ccccc2)=C1C (stereo not given)
15.0	-15.3	CN1C(=O)N(C)N(Cc2ccccc2)C(=O)N1Cc1ccccc1
23.9	26.8	CCOc1ccc(/C=C2\NCCc3cc(OCC)c(OCC)cc32)cc1OCC
6.7	34.8	COC(=O)C1=C(C)N(Cc2ccccc2C(F)(F)F)C(=NCc2ccccc2)NC1c1ccc(Cl)cc1 (stereo not given)
4.7	-19.4	COc1ccc(CNS(=O)(=O)c2cc(Cl)ccc2N2CC[C@@H](O)C2)cc1
3.8	18.7	C(=C\c1ccccc1)/CSc1nnc(Cc2cccs2)n1-c1ccccc1
-0.7	4.9	Cc1ccc(NC(=O)c2cc(C)nn2-c2ccccc2)c(C)c1
-2.2	-25.6	O=C(CSc1nnc(-c2cccnc2)n1-c1ccc(Cl)cc1)Nc1ccccc1-c1ccccc1
16.1	-21.8	CCCCNC(=O)C1CCCN1C(=O)NCc1ccccc1OC (stereo not given)
-13.3	-43.3	Cc1nc2ccc(NC(=O)c3cc(Cl)ccc3F)cc2c(=O)[nH]1
-2.8	-7.6	CC1CCN(C(=O)c2ncn3c2C(=O)NC[C@H]3C)CC1

# (more compounds)
COUP-TFII inh	NCOA2 inhibitor	Compound
-0.3	-6.2	COC(=O)[C@]12C[C@H](CC(=O)NCC3CCCCC3)C(=O)N(Cc3ccccc3)C1=C[C@H](COCc1ccccc1)O[C@@H]2C
13.1	11.6	O=C1C=C[C@H]2CC[C@@H](O)[C@@H]1[C@@H]2Sc1ccccc1
-1.7	-0.4	Cc1cccc2c1[nH]c1nc(N/N=C\c3ccco3)nnc12
5.3	10.7	COc1cccc(CNC(=O)C2C3C=CC4(CN(Cc5ccccc5)C(=O)C24)O3)c1OC (stereo not given)
-9.6	-5.4	COP(=O)(OC)C(NC(=O)OCc1ccccc1)C(C)C (stereo not given)
2.0	-16.7	COc1ccc(C[N+]2=C(N)N[C@@]3(C=C(C)Cn4c(=O)n(-c5ccccc5)c(=O)n43)C2)c(OC)c1
-7.0	28.8	COc1ccnc(NC(=S)N2CCN(c3ncc(C(F)(F)F)cc3Cl)CC2)c1
1.2	-13.4	O=C(CCc1nc(-c2ccccc2F)no1)NCCc1ccc(F)cc1
13.7	-11.3	Nc1ncnc2c1ncn2C1OC(CO)CC1O (stereo not given)
-2.1	-6.0	O=S(=O)(c1ccccc1)n1c(CN2CCOCC2)nc2ccccc21
-61.3	-29.0	CC(C)CC1c2[nH]c3ccccc3c2CCN1C(=O)c1cnccn1 (stereo not given)
1.4	-4.4	COc1ccc(Sc2cccc3c2S(=O)(=O)N(C2CC2)C[C@@H](COCc2ccccc2)O3)cc1OC
-11.1	-13.3	COc1cccc(C(=O)NCCN2C(=O)C3C4C=CC(C4)C3C2=O)c1 (stereo not given)
2.4	-0.1	O=C(NC1CCCCN(Cc2cccc(Cl)c2)C1=O)C1CCCCC1 (stereo not given)
20.1	24.0	C=CCN1[C@H](Cc2ccccc2)COc2cc(N3CCSCC3)ccc2S1(=O)=O
29.6	-21.2	COc1ccc(-c2csc(NC(=S)NC(=O)/C=C/c3ccccc3)n2)cc1Br
15.9	-5.9	COc1ccc(-c2nnc(SCC(=O)NN=C/C=C\c3ccco3)n2-c2ccc(OC)cc2)cc1
3.7	-4.3	COC(=O)C1=C(C)N(Cc2ccc(C(F)(F)F)cc2)C(=NCc2ccc(C(F)(F)F)cc2)NC1c1cccc(Cl)c1 (stereo not given)
-16.4	-17.9	Cc1nc(SCC(=O)Nc2ccccc2C(F)(F)F)c(C#N)c(C)c1CC(=O)c1ccc(Br)cc1
9.5	-26.1	COC(=O)c1ccc(-c2ccc3c(c2)[C@]2(CCC[C@@H](O)[C@@H]2NC(=O)CCc2ccccc2)C(=O)N3Cc2ccccc2)cc1
3.6	10.9	CN1CCCCC(NC(=O)c2cccc([N+](=O)[O-])c2)C1=O (stereo not given)
1.5	7.4	Cc1ccc2[nH]c3c(N4CCN(Cc5ccc6c(c5)OCO6)CC4)ncnc3c2c1
-1.2	3.7	CC(NC(=O)/C(C#N)=C/c1ccc(Cl)c([N+](=O)[O-])c1)c1ccccc1 (stereo not given)

# Some of the entries so far, as comma-separated lines:
Molecule,COUP-TFII inh,NCOA2 inhibitor
O=C1C=C[C@H]2CC[C@@H](O)[C@@H]1[C@@H]2Sc1ccccc1,13.1,11.6
Cc1cccc2c1[nH]c1nc(N/N=C\c3ccco3)nnc12,-1.7,-0.4
COc1cccc(CNC(=O)C2C3C=CC4(CN(Cc5ccccc5)C(=O)C24)O3)c1OC (stereo not given),5.3,10.7
COP(=O)(OC)C(NC(=O)OCc1ccccc1)C(C)C (stereo not given),-9.6,-5.4
COc1ccc(C[N+]2=C(N)N[C@@]3(C=C(C)Cn4c(=O)n(-c5ccccc5)c(=O)n43)C2)c(OC)c1,2.0,-16.7
COc1ccnc(NC(=S)N2CCN(c3ncc(C(F)(F)F)cc3Cl)CC2)c1,-7.0,28.8
O=C(CCc1nc(-c2ccccc2F)no1)NCCc1ccc(F)cc1,1.2,-13.4
